HT1080 EIF4E-luc2 = eIF4E expression suppression, luciferase knock-in reporter – cell-based, HT1080, primary screen (AID 1224817). HT1080 EIF4E-luc2 knock-in reporter, luciferase, 16 h; active compounds read low. log2 luciferase activity ratio at 2.5 µM. actives 1% (n = 2,000);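 active = log2 luciferase ratio at or below -0.5849, meaning signal at two thirds of solvent-only control or lower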;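 also: luciferase reports endogenous eIF4E expression since it is co-expressed from the native EIF4E locus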
Starred values were filed as active, the others as inactive; & = joins results of further samples. A portion of the library, so the mix of outcomes need not match the whole.

HT1080 EIF4E-luc2,canonical_smiles
0.114,O=C(O)c1cc(C(=O)C(=O)c2cc(C(=O)O)c(O)c3ccccc23)c2ccccc2c1O
-0.214,O=C(O)c1ccccc1/C=N/N=C1c2ccccc2-c2ccccc21
0.464,CC(C)(C)c1ccc(O)c(CN(Cc2cc(C(C)(C)C)ccc2O)c2ccccc2)c1
0.157,CCOC(=O)Nc1nc(-c2ccccc2)c(C)s1
0.0321,O=C(O)Cn1ccnc1[N+](=O)[O-]
0.0074,CC1(C)[C@@H]2CC[C@]1(C)[C@@H](O)C2
-0.0174,NS(=O)(=O)c1cc(C(=O)O)c(O)c2ccccc12
-0.118,O=C(O)C/C(=C\c1ccco1)C(=O)O
0.0288,O=C(O)CCNCC(=O)O
0.344,N#CC(C#N)=CNCCN1CCN(C=C(C#N)C#N)CC1
-0.208,CC(C)C(Sc1nc(N)nc2nc[nH]c12)C(=O)O (centres undefined)
-0.119,CC(SCc1ccccc1)C(=O)O (centres undefined)
-0.0638,O=C(O)c1ccc(OCc2ccccc2)c(Cl)c1
0.345,NC(N)=N/N=C\c1ccc(C2CCNCC2)cc1
0.275,NCCN1C(=O)c2ccccc2C1(O)c1ccc(Cl)cc1 (centres undefined)
-0.0542,CC1=CC(=O)CC(C)(C)C1(O)/C=C/C(C)=C/C(=O)O (centres undefined)
-0.251,O=C(O)c1cccc(OCCO)c1
0.131,O=C(O)CCCCCCC[C@@H](O)[C@@H](O)CCCCCCO
0.0493,O=C1COC(c2ccccc2O)=NN1CCCN1CCCC1
-0.22,NC(=O)NCCSC1CCCCC1O (centres undefined)
-0.103,NCCC1([N+](=O)[O-])CCNCC1
-0.297,OCCN(CO)CO
0.0451,c1ccc(NN(Cc2cnccn2)c2ccccc2)cc1
0.161,O=C1C=CC2=C3c4cc(O)c(O)cc4CC3(O)COC2=C1O (centres undefined)
-0.0861,O=C(O)CC(Cc1ccccc1)C(=O)O (centres undefined)

Gathered by group: the compounds so far with nitrogen in an aromatic ring
HT1080 EIF4E-luc2,canonical_smiles
0.157,CCOC(=O)Nc1nc(-c2ccccc2)c(C)s1
0.0321,O=C(O)Cn1ccnc1[N+](=O)[O-]
-0.208,CC(C)C(Sc1nc(N)nc2nc[nH]c12)C(=O)O (centres undefined)
0.0451,c1ccc(NN(Cc2cnccn2)c2ccccc2)cc1

Continued.
HT1080 EIF4E-luc2,canonical_smiles
-0.0487,CC(C)(C)NCCC(O)c1cc(C(F)(F)F)nc2c(C(F)(F)F)cccc12 (centres undefined)
-0.685*,Cc1ccc(C)c(C2NC(=O)c3ccccc3N2)c1 (centres undefined)
0.0729,Cn1c(=O)c2[nH]c(CCCCC(=O)O)nc2n(C)c1=O
0.0221,CCCCNN
-0.0426,O=C(O)c1cc(N=Cc2ccccc2O)cc(C(=O)O)c1
0.284,N#Cc1c(NC(=O)C(F)(F)F)sc2c3c(=O)c4ccccc4c(=O)c=3oc3ccccc3c12
0.0736,c1ccc(CCCNc2nnnc3ccccc23)cc1
-0.0805,Cc1ccc(C)c(NC(=O)NCc2ccc(Cl)cc2)c1
-0.0582,CC1(C)[C@@H]2CC[C@]1(C)[C@H](OC(=O)/C=C/c1ccccc1)C2
0.332,N#Cc1ccc(OC(=O)c2ccc(N=C(N)N)cc2)cc1
-0.166,O=c1[nH]cc(CS(=O)(=O)Cc2c[nH]c(=O)[nH]c2=O)c(=O)[nH]1
0.203,CN(C)S(=O)(=O)c1ccc(Nc2ccc(O)c3c2C(=O)c2c([N+](=O)[O-])ccc(O)c2C3=O)cc1
0.612,N/C(CC(=O)Nc1cc(C(F)(F)F)ccc1Cl)=N\O
0.326,O=C(Nc1ccc(Nc2ccc3c(c2)C(=O)c2ccccc2C3=O)c2c1C(=O)c1ccccc1C2=O)c1ccccc1
0.365,CCC(c1ccccc1)c1cc(C(C)(C)C)cc(C(C)(C)C)c1O (centres undefined)
1.58,C[N+](C)(C)c1cc2c(nn1)Nc1ccccc1S2
-0.126,Cc1cc2sc(C)[n+](CCCOS(=O)(=O)[O-])c2cc1C
0.112,C[N+](C)(C)c1ncnc2c1ncn2C1CCCCO1 (centres undefined)
-2.21*,CN(C)c1ccc2nc3c(C(=O)O)cc(=O)c(O)c-3oc2c1
-0.0838,NC(Cc1ccccc1)C(=O)O (centres undefined)
-0.333,N[C@H](C(=O)O)[C@H]1ON=C(Cl)[C@@H]1O
-0.105,Cc1ccc(NC(=O)c2ccccc2C(=O)O)cc1C
-0.0953,Cc1cc(=Nc2ccc3c(c2)c(N)cc(C)[n+]3C)nc(N)n1C
-0.134,OCC(O)CNc1ncnc2ccccc12 (centres undefined)
0.0063,O=C(CC(C(=O)O)N1CCOCC1)c1ccccc1 (centres undefined)

6 entries drawn at random from the list so far:
HT1080 EIF4E-luc2,canonical_smiles
-0.0838,NC(Cc1ccccc1)C(=O)O (centres undefined)
-0.134,OCC(O)CNc1ncnc2ccccc12 (centres undefined)
-0.0953,Cc1cc(=Nc2ccc3c(c2)c(N)cc(C)[n+]3C)nc(N)n1C
0.326,O=C(Nc1ccc(Nc2ccc3c(c2)C(=O)c2ccccc2C3=O)c2c1C(=O)c1ccccc1C2=O)c1ccccc1
-0.685*,Cc1ccc(C)c(C2NC(=O)c3ccccc3N2)c1 (centres undefined)
-0.0805,Cc1ccc(C)c(NC(=O)NCc2ccc(Cl)cc2)c1

Further records.
HT1080 EIF4E-luc2,canonical_smiles
-0.102,NCCC(N)C(=O)O (centres undefined)
0.376,CC(=O)CC(=O)Nc1ccc2ccccc2c1
0.066,COc1nc(Cl)nc(Cl)c1Cl (tested in a mixture with another compound)
-0.0884,Cn1cc(NC(=O)c2cc(NC(=O)c3cc(NC=O)cn3C)cn2C)cc1C(=O)NCCC(=N)N
0.0481,O=C(CSc1nc2ccc([N+](=O)[O-])cc2s1)c1ccc2ccccc2c1
0.606,O=C1CCCC1C(=O)Nc1ccc2ccccc2c1 (centres undefined)
0.492,Cc1ccc(S(=O)(=O)Nc2ccccc2C(=O)c2ccc(C)c(C)c2)cc1
-0.098,O=C(O)C1C2C=CC(O2)C1C(=O)Nc1ccccc1 (centres undefined)
-0.0962,CN1CCN(c2nc3c(c(=O)n(C)c(=O)n3C)n2C)CC1
0.576,O=C(O)c1nc(-c2ccccc2)[nH]c1C(=O)O
0.229,NCC(=O)C(O)C(O)C(O)CO (centres undefined)
-0.169,OCCCNCc1ccncc1
-0.147,O=C([O-])C[n+]1ccccc1
0.394,Cc1ccc2nc(-c3ccc(NC(=O)c4ccc(N)cc4)c(S(=O)(=O)O)c3)sc2c1
-0.258,CCOP1(=O)OCC2OC(n3cnc4c(N)ncnc43)C(O)C2O1 (centres undefined)
0.2,O=C(O)CCCc1ccc2ccccc2c1
-0.205,CN(C)c1ncnc2c1ncn2CCn1cnc2c(N(C)C)ncnc21
0.281,c1ccc(SC(Sc2ccccc2)c2ccc3c(c2)OCO3)cc1
-0.169,O=C(O)c1ccccc1C1c2ccccc2Oc2ccccc21
-0.0264,[N-]=[N+]=NCC1OC(n2cnc3c(N)ncnc32)C2OC12 (centres undefined)
0.029,Cc1c(N2CCCC2)cc2c(c1NC(=O)c1ccccc1Cl)C(C)(C)CC2(C)C
0.0774,N=C(N)C(N=Nc1ccccc1)C(N)=O (centres undefined)
0.324,OC(COc1ccc(Cl)cc1Cl)CN1CCCC1 (centres undefined)
-0.0877,CC12CCC(=O)C=C1CCC1C2CCC2(C)C(C(=O)Cn3cnc4c(=S)nc[nH]c43)CCC12 (centres undefined)
0.209,O=C(O)c1cc(-c2ccc(-c3ccc(-c4cc(C(=O)O)c5cc(Cl)ccc5n4)cc3)cc2)nc2ccc(Cl)cc12
-0.0482,OC(Cc1cccnc1)(c1ccccc1)c1ccccc1
-0.0209,O=C(Nc1ccc(-c2cn3ccccc3n2)cc1)c1cc(Br)ccc1O
0.0373,C[C@H]1CC[C@@H](C(C)(C)O)CC2=C1CC[C@@H]2C
-0.0083,Nc1nc2c(c(=O)[nH]1)CN(CCCN1CCOCC1)CN2
0.313,Oc1c(C(O)(c2ccccc2)c2ccc3ccccc3c2O)ccc2ccccc12
0.381,Cc1nc2ccccc2nc1N1CCCC1
0.284,CC(C(=O)O)/C(=C\c1ccc2c(c1)OCO2)C(=O)O (centres undefined)
-0.121,CC(N)(Cc1c[nH]c2ccccc12)C(=O)O (centres undefined)
0.274,CC1=NC(C)(COC(=O)C2(C)NC(C)(CO)CO2)COC1=O (centres undefined)
0.257,c1ccc(SCCc2ccncc2)cc1
-0.167,Clc1ccc(/C=C/c2nc(Cl)c(-c3ccc(Cl)cc3)c(Cl)n2)cc1
0.117,CCn1c2ccccc2c2nnc(NCCCO)nc21
0.146,Cc1c(S(=O)(=O)O)ccc(N=Nc2c(O)c(C(=O)O)cc3ccccc23)c1Cl
-0.0456,C#CCSc1n[nH]c(-c2ccco2)n1
-0.493,COC(=O)CCCC(=O)O
-0.14,NC(=O)Nc1n[nH]c(-c2ccccc2)n1
0.242,FC(F)(F)c1cc(NC(=S)N2c3ccccc3-n3cccc3C2c2cccnc2)cc(C(F)(F)F)c1 (centres undefined)
0.0389,CCCCCCCCCCCCCCCCOP(=O)([O-])OCC[N+](C)(C)C
-0.0959,c1c[nH]c(CN2CCN(Cc3ncc[nH]3)CC2)n1
1.12,CN(CCc1ccccn1)c1ccc2c(c1)Cc1ccccc1-2
-0.221,CC12CCC(=O)C=C1CCC1C2C(O)CC2(C)C(c3csc(N)n3)CCC12 (centres undefined)
0.205,CN(C)Cc1c[nH]c2nc[nH]c(=O)c12
0.0244,CCCCn1cnc2c(SC)ncnc21
-0.229,O=C(O)C(Cc1c[nH]c2ccccc12)C(=O)NO (centres undefined)
-0.0158,Cc1nc([N+](=O)[O-])cn1-c1nc2ccccn2c1[N+](=O)[O-]

3 entries from above, sorted by SMILES length, rising.
HT1080 EIF4E-luc2,canonical_smiles
1.12,CN(CCc1ccccn1)c1ccc2c(c1)Cc1ccccc1-2
0.274,CC1=NC(C)(COC(=O)C2(C)NC(C)(CO)CO2)COC1=O (centres undefined)
0.313,Oc1c(C(O)(c2ccccc2)c2ccc3ccccc3c2O)ccc2ccccc12

Carrying on:
HT1080 EIF4E-luc2,canonical_smiles
-0.0812&-0.145,COC1/C=C/O[C@@]2(C)Oc3c(C)c(O)c4c(O)c(cc(O)c4c3C2=O)NC(=O)/C(C)=C\C=C\[C@H](C)C(O)[C@@H](C)[C@@H](O)[C@@H](C)[C@H](OC(C)=O)[C@@H]1C (some centres undefined)
0.12,NC(=O)CC(N)C(N)=O (centres undefined)
0.0345,Cn1c(=O)c2c(nc(NCCNc3nc4c(c(=O)n(C)c(=O)n4C)n3C)n2C)n(C)c1=O
-0.216,COc1cc2c(cc1OC)C(CCN)=NCC2
0.174,CN1CCCCC1CCN1c2ccccc2Sc2ccc(S(C)=O)cc21 (centres undefined)
-0.835*,O=C1N[C@@H]([C@H]2CC[C@H](Cl)CN2)C(=O)N[C@H]1[C@H]1CC[C@H](Cl)CN1
0.178,O=C(c1no[n+]([O-])c1C(=O)c1csc2ccccc12)c1csc2ccccc12
0.374,c1ccc(CC(Nc2cccnc2)c2ccccc2)cc1 (centres undefined)
0.0676,CC(C)(C)COS(=O)OCC(C)(C)C
-0.0853,O=C(O)CCCSc1nc2ccccc2s1
0.0086,Cc1cccc(C(=O)O)c1CC1NCCC2c3ccccc3NC12 (centres undefined)
0.434,CC(C)NCCC(O)c1cc2ccccc2o1 (centres undefined)
-0.147,CN1CCN(c2ccc3nc(-c4ccc5nc(-c6ccc(O)cc6)[nH]c5c4)[nH]c3c2)CC1
-0.0814,NC(=O)/N=C(\N)NC(=O)c1ccccc1
-0.243,CCC(C(=O)C(C)C(O)C(C)CCc1ccc(C)c(O)c1C(=O)O)C1OC(CC)(C2CCC(O)(CC)C(C)O2)CC1C (centres undefined)
0.0782,COc1cc(NCCC(=O)O)c2ncccc2c1
-0.25,O=C(O)CN1C(=O)OC(c2ccccc2)C1=O (centres undefined)
-0.0553,NC(=O)CC(N)c1nn[nH]n1 (centres undefined)
0.825,N=C(CC(=O)Nc1ccccn1)c1ccccc1
-0.141,O=C1c2cccc(O)c2C(=O)c2c(OC3OC(CO)C(O)C(O)C3O)cccc21 (centres undefined)
1.23,Fc1cccc(CSc2ncnc3c2ncn3C2CCCS2)c1 (centres undefined)
0.0629,NC(N)=NNC(=O)C(=O)O
-0.0782,O=C(O)c1cc(C(=O)O)cc(N2C(=O)c3ccccc3C2=O)c1
-0.162,Nc1nc2nc3c(nc2c(=O)[nH]1)CN(c1ccc(C(=O)O)cc1)C3=O
0.138,CN1CCc2nc(N)nc(-c3nc(N)nc4c3CN(C)CC4)c2C1
0.0129,CN(C)C1C(=O)C(C(=O)NCN2CCCC2)=C(O)C2(O)C(=O)C3=C(O)c4c(O)cccc4C(C)(O)C3CC12 (centres undefined)
-0.303,CC(=O)NC1CONC1=O (centres undefined)
-0.0162,O=c1ccnc(SCc2ccc(Cl)cc2)[nH]1
0.123,C=CCSc1nc2c(N)ncnc2n1C1OC(CO)C(O)C1O (centres undefined)
-0.608*,C[C@@H]1C(=O)C[C@H]2C(C)(C)CCC[C@]2(C)[C@@]1(O)CCc1ccoc1
-0.359,O=C(NNC(=O)c1ccncc1)c1ccncc1
0.116,Cc1cc(CN2CCCCC2)c(O)c(CN2CCCCC2)c1
0.322,O=C(O)CSCc1cccc2ccccc12
0.0066,COc1ccc(-c2csc3c2-n2cccc2C3=O)cc1
0.338,Ic1ccc2c(c1)N(c1ccccc1)c1cc(N=c3ccc4nc5ccc(I)cc5n(-c5ccccc5)c-4c3)ccc1N2
-0.11,O=C(O)c1oc(C(=O)O)c(C(=O)O)c1C(=O)O
-0.0674,CC(C)C(O)(C(C)C)C(C)C
-0.0119,CCn1c(CCCc2nc3c([nH]2)c(=O)n(C)c(=O)n3C)nc2c1c(=O)n(C)c(=O)n2C
0.0041,O=C(O)CCCN1CCCCC1
0.988,N=C1C(O)C2(I)c3ccccc3N3C(=N)C(O)C4c5ccccc5N1C4C32 (centres undefined)
0.225,NNC(=O)C(O)C(O)C(=O)NN (centres undefined)
0.159,O=C(O)CSc1ccn(Cc2ccccc2)c1
-0.132,CCN(CC)CC(O)c1ccc2ccc3ccccc3c2c1 (centres undefined)

Screening data deposited in PubChem by Augusta University.
